# CHT PAM: human CHT allosteric activation. 0.49% of 310,000 active. B-score at 10 µM. CHT-expressing cells, membrane potential dye, choline EC20; active compounds read high; LV-AA mutant CHT in HEK293 cells. Q9GZV3;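 active = initial fluorescence not abnormally high and integrated response B-score, plate-corrected, over 3 SD above library mean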
# Target sequence (Q9GZV3 whole entry, looked up): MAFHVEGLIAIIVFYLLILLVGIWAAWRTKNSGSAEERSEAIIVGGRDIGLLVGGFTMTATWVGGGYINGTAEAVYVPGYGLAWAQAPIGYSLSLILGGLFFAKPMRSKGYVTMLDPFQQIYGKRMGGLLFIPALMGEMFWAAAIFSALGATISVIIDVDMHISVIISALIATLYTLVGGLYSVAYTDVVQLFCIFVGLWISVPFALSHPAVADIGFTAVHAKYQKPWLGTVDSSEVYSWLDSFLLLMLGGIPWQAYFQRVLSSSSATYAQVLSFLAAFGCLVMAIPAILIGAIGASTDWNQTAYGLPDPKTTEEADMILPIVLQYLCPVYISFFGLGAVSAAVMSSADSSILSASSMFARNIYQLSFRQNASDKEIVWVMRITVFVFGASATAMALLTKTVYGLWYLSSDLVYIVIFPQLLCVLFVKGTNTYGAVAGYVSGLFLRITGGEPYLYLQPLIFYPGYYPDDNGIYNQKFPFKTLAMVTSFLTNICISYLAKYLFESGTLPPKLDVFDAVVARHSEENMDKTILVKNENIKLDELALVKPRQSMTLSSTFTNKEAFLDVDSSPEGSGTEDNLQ
# CHT block: human CHT choline transport inhibition; B-score at 10 µM; Q9GZV3; CHT-expressing cells, membrane potential dye, choline response; active compounds read low; AID 488975; 0.86% of 310,000 active;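 active = B-score over 3 SD under the library average, and starting fluorescence ratio not unusually high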;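 note: choline stimulus applied at its EC90 after an EC20 pre-addition; B-score computed on integrated fluorescence ratio after choline addition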
# Numbers without * were called inactive; i = inactive.
SMILES,CHT PAM,CHT block
Cc1ccccc1N1CC(=O)Nc2c(oc3nc(-c4ccccc4)cc(C)c23)C1=O,i,i
O=C1c2oc3ccccc3c(=O)c2C(c2cccc(F)c2)N1CCCO (stereo unspecified),i,i
CCCCn1c(N)c(N(Cc2ccccc2OC)C(=O)C(C)Oc2ccc(Cl)cc2)c(=O)[nH]c1=O (stereo unspecified),i,i
COc1ccc(/C=C/c2nc(-c3ccccc3)cc(=O)[nH]2)cc1,i,i
Cn1c(=O)c2c(ncn2CC(=O)Nc2nccs2)n(C)c1=O,i,i
CC(C)NC(=O)c1cnn2c1NC(c1cccs1)CC2C(F)(F)F (stereo unspecified),i,i
CC(=O)Nc1ccccc1NC(=O)COc1cccc2ccccc12,i,i
O=C(Nc1ccc2oc(-c3cccc4ccccc34)nc2c1)c1ncn[nH]1,i,i
COc1cc2cnc(Cl)nc2cc1OC,i,i
N#C/C(=C\c1ccc(OCCN2CCOCC2)cc1)C(=O)Nc1ccccc1F,i,i
Cc1ccc(S(=O)(=O)N(C)C)cc1NC(=O)CSc1nc2ccccc2[nH]1,i,i
CCCCNCc1cc(Br)c(OCc2cccs2)c(OC)c1,i,i
O=C1CCCN1c1cc(Cl)ccc1Cl,i,i
O=C(c1ccccn1)c1conc1C(=O)c1ccc(Br)cc1,i,i
Cn1c(=O)[nH]c(=O)c2c1nc(N1CCOCC1)n2CC(=O)c1ccccc1,i,i
O=C(Nc1ccc(N2CCOCC2)cc1)C1CC(O)CN1S(=O)(=O)c1ccc(Cl)cc1 (stereo unspecified),i,i
COc1ccccc1-n1c(-c2ccc(F)cc2)coc1=O,i,i
Cc1ccc2cc3cc(C(=O)NCCN4CCOCC4)oc3nc2c1,i,i
CC(=O)C1=C(C)N(c2ccccc2)C(=O)C1(NS(=O)(=O)c1ccc(N)cc1)C(F)(F)F (stereo unspecified),i,i
O=C(CN(Cc1ccccc1)C(=O)CNS(=O)(=O)c1ccc(F)cc1)NCc1ccco1,i,i
O=C(CN(Cc1cccs1)C(=O)CCC(=O)Nc1ccccn1)NCc1ccccc1,i,i
Cn1c(=O)c2c(ncn2CC(=O)N/N=C/c2cn[nH]c2-c2ccc(F)cc2)n(C)c1=O,i,i
COc1ccc2c(c1)SC(C)CC2=O (stereo unspecified),i,i
O=C(N/N=C/c1ccsc1)c1c[nH]c2ccccc12,i,-7*
CSc1ccc(CNCCCN(C)C)cc1,i,i
Cc1ccc(S(=O)(=O)NCc2ccc(C(=O)NC3CCCCC3)cc2)cc1,i,i
CCn1c(SCC(=O)NC2CC2)nnc1-c1ccc(F)cc1,i,i
O=C(N/N=C/c1ccc2c(c1)OCO2)C(=O)Nc1ccccc1Cl,i,i
O=C(COc1cc2oc(=O)c3c(c2cc1Cl)CCCC3)N1C[C@H]2C[C@@H](C1)c1cccc(=O)n1C2,i,i
CCCNc1c(N)c(=O)c1=O,i,i

# Retrieved one by one from the list above:
SMILES,CHT PAM,CHT block
O=C1c2oc3ccccc3c(=O)c2C(c2cccc(F)c2)N1CCCO (stereo unspecified),i,i
CSc1ccc(CNCCCN(C)C)cc1,i,i
CCn1c(SCC(=O)NC2CC2)nnc1-c1ccc(F)cc1,i,i

# Later entries
SMILES,CHT PAM,CHT block
CCOc1ccc(N2C(=O)C3ON(c4ccccc4)C(c4cccs4)C3C2=O)cc1 (stereo unspecified),i,i
Cc1ccc(N2CCN(/N=C/C3=C(N4CCOCC4)C(=C\c4ccccc4)/CC3)CC2)cc1,i,i
COC(=O)c1ccccc1NC(=O)COC(C)=O,i,i
c1ccc(N/N=C(\Cc2nc3ccccc3[nH]2)c2ccccc2)cc1,i,i
COc1cc(/C=C(\C#N)C(=O)Nc2ccc(C(=O)O)cc2)ccc1OC(=O)c1cccc(F)c1,i,i
COc1ccc(C[C@H](N)C(=O)N[C@H]2[C@@H](O)[C@H](n3cnc4c(N(C)C)ncnc43)O[C@@H]2CO)cc1,i,i
CCOC(=O)c1nc(Nc2ccc(C(=O)O)cc2)c2ccccc2n1,i,i
COCCc1nc2ccc(C(=O)N3CCCC(CCCO)C3)cc2o1 (stereo unspecified),i,i
COCc1cc(C)nc(SCC[N+](C)(C)CC(=O)Nc2ccccc2)c1C#N,i,i
O=C(NC1CCN(Cc2ccccc2)CC1)C1CCN(c2nnc(-n3cccc3)s2)CC1,i,i
CCCN(CCC)Cc1c(C(=O)N/N=C/c2ccco2)nnn1-c1nonc1N,i,i
COc1ccc(CCN(C)C2CCCN(C(=O)CCSC)C2)cc1OC (stereo unspecified),i,i
O=C(Nc1nnc(-c2ccccc2)o1)c1cc(Cl)sc1Cl,i,i
CN1CC(c2ccccc2Cl)C2(COc3ccccc3C2=O)C12C(=O)Nc1ccccc12 (stereo unspecified),i,i
Cc1ccc2nc(NC(=O)C3CCN(S(=O)(=O)c4cccs4)CC3)sc2c1,i,i
O=C1OCCC1Sc1nc2ccccc2c(=O)n1Cc1ccc(F)cc1 (stereo unspecified),i,i
CCc1cc(=O)n2c([nH]c3ccccc32)c1C#N,i,i
Nc1nnc(SCc2ccccc2F)s1,i,i
C/C(O)=C(\C#N)P(=O)(c1ccccc1)c1ccccc1,i,i
O=C(NNC(=S)NC(=O)c1ccccc1)c1cccnc1,i,i
COc1ccccc1NC(=O)C(=O)/C=C(\O)c1ccccc1,i,i
CC1(c2ccccc2)NC(=O)N(CC(=O)Nc2ccc3c(c2)OCO3)C1=O (stereo unspecified),i,i
O=C(CSc1ccccc1)NC(=O)NCc1ccccc1,i,i
CCOc1c(OC)cccc1C(=O)NCC1(c2ccccc2)CCCC1,i,i
C/C(=N\Nc1cc(C)nc(NCc2ccccc2)n1)c1cccc([N+](=O)[O-])c1,i,i
Cc1ccc(N(C)C(=O)CN(C)S(=O)(=O)c2ccc3c(c2)n(C)c(=O)c(=O)n3C)cc1,i,i
COC(=O)C1C/C(=N\NS(=O)(=O)c2ccc(C)cc2)c2ccsc2C1 (stereo unspecified),i,i
CN(C(=O)COC(=O)c1cc(S(=O)(=O)N2CCOCC2)ccc1Cl)C1CCS(=O)(=O)C1 (stereo unspecified),i,i
CO[C@@]1(NC(=O)CSCC#N)C(=O)N2C(C(=O)O)=C(CSc3nnnn3C)CS[C@@H]21,i,i
COC(=O)NC1CSCC1OC(=O)CCN1C(=O)c2ccccc2C1=O (stereo unspecified),i,i
Cc1cccc(OCC(=O)N2CCN(C(=O)CCC3CCCC3)CC2)c1,i,i
CCN1CCN(C(=O)c2cc3c(s2)-c2c(C)cccc2OC3)CC1,i,i
Cc1oc(-c2cccc(Cl)c2)nc1CN1CCCC(C(=O)NCCCN2CCOCC2)C1 (stereo unspecified),i,i
O=C1CC(N2CCSCC2)C(=O)N1CCc1ccccc1 (stereo unspecified),i,i
COC(=O)c1c(C)nn(-c2ccccc2)c1N,i,i
CC1(c2ccccc2Cl)NC(=O)N(CC(=O)Nc2ccc3c(c2)OCO3)C1=O (stereo unspecified),i,i
CC(C)CCN1C(Nc2ccccc2)=NC[C@@H]1C,i,i
CCCc1ccc(OCc2nc(-c3ccc(NC(=O)c4cccs4)cc3)no2)cc1,i,i
O=[N+]([O-])c1ccccc1Oc1ccccc1Cl,i,i
Cc1cccc(OCC(=O)NC(=S)NNC(=O)c2ccncc2)c1,i,i
NC(=O)NCC12CC3CC(CC(C3)C1)C2,i,i
O=C(NC(Cc1c[nH]c2ccccc12)C(=O)O)c1ccc2c(c1)OCO2 (stereo unspecified),i,i
CC1(C)Cc2nc3oc4c(=O)n(CC(=O)Nc5cccc(Cl)c5)cnc4c3cc2CO1,i,i
Cc1cccc(Oc2ncnc3onc(C)c23)c1,i,i
COc1ccc(S(=O)(=O)Nc2cc(C)on2)cc1,i,i

# Printed as active in CHT block, among the entries above:
Molecule | CHT block
O=C(N/N=C/c1ccsc1)c1c[nH]c2ccccc12 | -7*

# Next section.
SMILES,CHT PAM,CHT block
Cc1cc(C(=O)CSc2ncccn2)c(C)n1Cc1ccco1,i,i
Cc1cccc(C)c1NC(=O)CCS(=O)(=O)c1ccc(Br)cc1,i,i
Clc1ccc(/C=N/c2c(-c3ccc(Cl)cc3)nc3n2CCS3)cc1,i,i
CC1C(=O)N2CCCc3cc(NC(=O)c4ccccc4F)cc1c32 (stereo unspecified),i,i
O=C(COC(=O)c1ccccc1Br)NC1CCCC1,i,i
C/C(CCN1CCc2nc(-c3ccccc3)c(-c3ccccc3)cc2C1)=N\OC[C@@H](C)[C@H](OCc1ccccc1)C(C)C,i,i
CC1(C)C(=O)Nc2ccccc2N1C(=O)COC(=O)c1cc(S(=O)(=O)N2CCOCC2)ccc1F,i,i
CCN(CC)c1nc(Oc2ccc(C(=O)NN)cc2)nc(Oc2ccc(C(=O)NN)cc2)n1,i,i
Cn1c(=O)c([N+](=O)[O-])c(NCC(O)c2ccccc2)c2ccccc21 (stereo unspecified),i,i
Cc1ccc(Cl)cc1NC(=S)NCc1cccn1C,i,i
CN(C)C(=O)C1Cc2ccccc2CN1S(=O)(=O)c1cccs1 (stereo unspecified),i,i
O=C(O)CCC(=O)N1CCN(c2ccccn2)CC1,i,i
CC(C)(C)C(=O)Nc1ccccc1C(=O)NCc1ccco1,i,i
CC(=O)Nc1ccc(S(=O)(=O)NCC2CCCO2)cc1 (stereo unspecified),i,i
CC(C)(C)c1ccc(C2SCC(=O)N2c2cccc(C(=O)O)c2)cc1 (stereo unspecified),i,i
O=C(NC1CCN(Cc2ccccc2)CC1)c1cccc(S(=O)(=O)Nc2cc(C(F)(F)F)ccc2Cl)c1,i,i
CCOc1cccc(N2CCN(CCNC(=O)Nc3ccc(C)cc3)CC2)c1C,i,i
Cc1noc2ncnc(Oc3cc(Cl)ccc3Cl)c12,i,i
COc1cccc(CNC(=O)C2CCN(S(=O)(=O)c3ccc4c(c3)NC(=O)C(C)S4)CC2)c1 (stereo unspecified),i,i
COc1ccc2c(c1)CC/C(=C/c1cc(OC)c(OC)c(OC)c1)C2=O,i,i
COCCCNc1oc(-c2ccccc2Cl)nc1C#N,i,i
C=CCOc1c(Br)cc(CNc2ccc(NC(=O)CCC)cc2)cc1OCC,i,i
CC1CCN(C(=O)c2ccccc2SCC(=O)NCC2CCCCC2)CC1,i,i
O=C1CCCN1c1cc(Cl)cc(Cl)c1,i,i
CCOc1ccc2nc(SCC(=O)N3CCCCCC3)c(C#N)cc2c1,i,i
O=C(CSc1nc2ncc(Cl)cc2[nH]1)NCC(=O)Nc1ccc(F)c(F)c1F,i,i
Cc1ccc(C(C)C)c(OCc2nnc3n2CCCCC3)c1,i,i
CC(=O)NS(=O)(=O)c1ccc(N2C(=O)CC(Sc3nccc(C)n3)C2=O)cc1 (stereo unspecified),i,i
COc1ccc(CNC(=O)c2ccc3oc(C(C)C)nc3c2)cc1,i,i
CCCCCCCCNC(=O)CC(NS(=O)(=O)c1ccc(NC(C)=O)cc1)C(C)C (stereo unspecified),i,i

# Profiles as entered above.
# Cn1c(=O)c2c(ncn2CC(=O)Nc2nccs2)n(C)c1=O is listed with CHT PAM: i; CHT block: i
# O=C(NC1CCN(Cc2ccccc2)CC1)C1CCN(c2nnc(-n3cccc3)s2)CC1 is listed with CHT PAM: i; CHT block: i
# O=C(NC(Cc1c[nH]c2ccccc12)C(=O)O)c1ccc2c(c1)OCO2 (stereo unspecified) is listed with CHT PAM: i; CHT block: i

# Returning to the listing, starting 5 compounds before the break.
SMILES,CHT PAM,CHT block
O=C(CSc1nc2ncc(Cl)cc2[nH]1)NCC(=O)Nc1ccc(F)c(F)c1F,i,i
Cc1ccc(C(C)C)c(OCc2nnc3n2CCCCC3)c1,i,i
CC(=O)NS(=O)(=O)c1ccc(N2C(=O)CC(Sc3nccc(C)n3)C2=O)cc1 (stereo unspecified),i,i
COc1ccc(CNC(=O)c2ccc3oc(C(C)C)nc3c2)cc1,i,i
CCCCCCCCNC(=O)CC(NS(=O)(=O)c1ccc(NC(C)=O)cc1)C(C)C (stereo unspecified),i,i
CCOC(=O)N1CCN(C(=O)Cc2ccc(-n3c(=O)[nH]c4ccccc4c3=O)cc2)CC1,i,i
Cc1noc(C)c1COC(=O)CCCOc1ccc(Cl)cc1Cl,i,i
Cc1nc(C)c(C(=O)C2=C(O)C(=O)N(CCN(C)C)C2c2ccco2)s1 (stereo unspecified),i,i
Cc1[nH]c2ccccc2c1C(c1ccncc1)N1CCCCC1 (stereo unspecified),i,i
COc1cccc(/C=N/N2CCN(c3ccccc3OC)CC2)c1,i,i
CCN(CC)C(=O)COc1ccc(-c2nnc(N3CCCCC3)c3ccccc23)cc1,i,i
CCn1c(SC(C)C)nnc1C1CCN(S(=O)(=O)c2ccc(OC)cc2)CC1,i,i
O=C(NC1CCCCC1)C(c1ccc2ncccc2c1)N(Cc1ccc(F)cc1)C(=O)c1cccs1 (stereo unspecified),i,i
COc1ccc(Br)cc1C(=O)N/N=C/c1ccc2c(c1)n(C)c(=O)n2C,i,i
Cc1nnc(NC(=O)c2cc(S(=O)(=O)N3CCCCC3)ccc2Cl)s1,i,i
CC(CCc1ccccc1)NC(=O)COC(=O)c1cc(NS(=O)(=O)c2ccc(Cl)c([N+](=O)[O-])c2)ccc1O (stereo unspecified),i,i
Cc1ccc(S(=O)(=O)N2CCC(NC(=O)c3cccc(F)c3)CC2)cc1,i,i
CCC(=O)Nc1nnc(-c2ccc(OC)cc2)o1,i,i
CC(=O)c1ccc(N(C(=O)Cn2nnc(-c3ccccc3)n2)C(C(=O)NC2CCCCC2)c2ccccn2)cc1 (stereo unspecified),i,i
CC(C)(C)NC(=O)NC(=O)CSc1n[nH]c(-c2ccccc2Br)n1,i,i
CCc1ccc(N2CC(C(=O)Nc3ccc(S(=O)(=O)N4CCOCC4)cc3)CC2=O)cc1 (stereo unspecified),i,i
Cc1ccc(C(=O)NCCc2ccc(S(N)(=O)=O)cc2)cc1[N+](=O)[O-],i,i
Cc1ccc(S(=O)(=O)N2CCCOC2CNC(=O)C(=O)NC2CCCCC2)cc1 (stereo unspecified),i,i
O=C(Nc1nnc(C2CC2)s1)c1cccnc1Oc1ccc(Cl)cc1,i,i

# Source: PubChem BioAssay
